# High-throughput results (PubChem)
# CHT allo act – allosterically activates the human high affinity choline transporter; Q9GZV3; CHT-expressing cells, membrane potential dye, choline EC20; stronger effect = higher value; LV-AA mutant CHT in HEK293 cells; B-score at 10 µM; 0.49% of 310,000 active; AID 488977;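 active = initial fluorescence not abnormally high and integrated response B-score, plate-corrected, over 3 SD above library mean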
# Target sequence (Q9GZV3 whole entry, looked up): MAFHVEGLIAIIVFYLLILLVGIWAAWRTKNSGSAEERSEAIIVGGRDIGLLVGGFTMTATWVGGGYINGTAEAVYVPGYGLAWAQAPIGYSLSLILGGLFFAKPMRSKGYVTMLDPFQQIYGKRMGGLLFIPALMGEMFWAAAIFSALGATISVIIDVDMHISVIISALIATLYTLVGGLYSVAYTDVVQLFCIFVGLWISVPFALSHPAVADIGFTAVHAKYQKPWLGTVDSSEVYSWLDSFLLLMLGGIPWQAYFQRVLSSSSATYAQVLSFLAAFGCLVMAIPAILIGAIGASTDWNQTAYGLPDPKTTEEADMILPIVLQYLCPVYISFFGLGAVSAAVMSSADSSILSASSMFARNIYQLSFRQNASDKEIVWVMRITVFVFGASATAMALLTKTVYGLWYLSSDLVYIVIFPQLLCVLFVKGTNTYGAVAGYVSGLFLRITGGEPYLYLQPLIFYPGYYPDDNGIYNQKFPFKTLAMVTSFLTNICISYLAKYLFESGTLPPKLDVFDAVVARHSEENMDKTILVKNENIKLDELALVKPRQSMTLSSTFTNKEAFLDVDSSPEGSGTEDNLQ
# STK33 kinase inh – blocks human STK33 kinase activity; Q9BYT3; purified STK33, MBP phosphorylation, ADP-Glo luminescence; inhibition, % at 10 µM; 0.073% of 320,000 active; AID 2661;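 active = inhibition at or above 25%, using the most active replicate where run in duplicate; inactive = inhibition below 25%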
# Target sequence (Q9BYT3 whole entry, looked up): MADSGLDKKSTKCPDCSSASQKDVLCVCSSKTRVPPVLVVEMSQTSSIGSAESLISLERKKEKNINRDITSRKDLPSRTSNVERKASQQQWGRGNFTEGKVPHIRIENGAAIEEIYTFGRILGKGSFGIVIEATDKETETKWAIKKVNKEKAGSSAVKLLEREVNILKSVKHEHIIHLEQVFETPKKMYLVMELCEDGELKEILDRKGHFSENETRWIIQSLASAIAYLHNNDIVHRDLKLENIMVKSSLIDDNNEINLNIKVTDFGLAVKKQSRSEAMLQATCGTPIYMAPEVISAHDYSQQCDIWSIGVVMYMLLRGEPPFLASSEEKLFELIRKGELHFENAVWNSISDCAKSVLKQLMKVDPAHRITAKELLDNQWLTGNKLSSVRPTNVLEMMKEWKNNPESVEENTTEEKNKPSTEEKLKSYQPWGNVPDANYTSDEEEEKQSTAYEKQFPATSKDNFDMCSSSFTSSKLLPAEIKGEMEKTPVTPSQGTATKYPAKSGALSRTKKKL
# CHT block – inhibitors of human choline transporter CHT; Q9GZV3; CHT-expressing cells, membrane potential dye, choline response; stronger effect = lower value; B-score at 10 µM; 0.86% of 310,000 active; AID 488975;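 active = B-score over 3 SD under the library average, and starting fluorescence ratio not unusually high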;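 also: choline stimulus applied at its EC90 after an EC20 pre-addition; B-score computed on integrated fluorescence ratio after choline addition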
# * marks the source's active call; other numbers are inactive results; i = inactive; x = not tested or not shown; & = joins results of further samples.
# Below each SMILES: CHT block, CHT allo act, STK33 kinase inh
Cc1ccc(S(=O)(=O)N(CC(=O)NCc2ccco2)Cc2ccc(F)cc2)cc1
 : i, i, 0.5
CC(C)CC(=O)N/C(N)=N/c1nc2ccccc2s1
 : i, i, 0.6
CC(C)NCC(O)c1ccc2ccccc2c1 (stereo not given)
 : i, i, -0.6
CCCNC(=O)/C=C/c1ccc(C(C)C)cc1
 : i, i, -2.1
S=C1N(c2ccccc2)CN(C2CCCCC2)CN1c1ccccc1
 : i, i, -1.1
CCN(Cc1nc2ccccc2c(=O)[nH]1)Cc1nc2ccsc2c(=O)[nH]1
 : i, i, -0.5
CN(C)c1ccc(/C=C/C(=O)c2cc(Cl)ccc2O)cc1
 : i, i, 0.2
c1ccc(-c2n[nH]c(-c3ccccn3)n2)nc1
 : i, i, 3.7&0.6
CC(C)CNC(=O)C1Nc2ccc(OC(F)(F)F)cc2C2C=CCC12 (stereo not given)
 : i, i, -2.0
CCCOC(=O)c1cc2ccccc2oc1=O
 : i, i, -1.6
c1ccc2c(-c3ccncc3)c[nH]c2c1
 : i, i, 7.4
COc1ccc(-c2cc(C)no2)cc1S(=O)(=O)NCCc1ccco1
 : i, i, 1.0
CCc1ccccc1NC(=O)NC1CCCCCCC1
 : i, i, 0.5
Cc1ccc(CNC(=O)C2CCCN2C(=O)Nc2ccc(F)cc2)cc1 (stereo not given)
 : i, i, -0.4
COc1cccc(CNc2nc(SC)ncc2CO)c1
 : i, i, -3.0
COc1cccc(-n2c(SCc3c(C)noc3C)nnc2-c2cccc(S(=O)(=O)N(C)C)c2)c1
 : i, i, -0.7
CC(C)/C=N/NC(=O)c1ccc(Cl)cc1
 : i, i, 1.1
O=C(NCCN1C(=O)C2C3C=CC(C3)C2C1=O)Nc1cccnc1 (stereo not given)
 : i, i, -0.1
Cc1ccc(C(=O)OCC(=O)N2CC(C)CC(C)C2)cc1S(=O)(=O)N1CCOCC1 (stereo not given)
 : i, i, -0.1
C#CCOc1ccc(Cl)cc1/C=N/O
 : i, i, 1.5
Cc1[nH]n(-c2ccccc2)c(=O)c1/C=N/N(C)c1ccccc1
 : i, i, -0.8
COc1ccc(-n2c(Cc3cccn3C)nnc2SCC(=O)Nc2cccc(Cl)c2)cc1
 : i, i, -0.8
Oc1ccccc1/C=N/[n+]1ccccc1
 : i, i, -0.5
CCCCOc1ccc(NC(=O)CN2CCN(Cc3ccccc3)CC2)cc1
 : i, i, -0.4
Cc1ccc(Cn2nnc3c(=O)[nH]c(C4CCN(S(=O)(=O)c5ccccc5F)CC4)nc32)cc1
 : i, i, 0.8
Cc1ccc(NC(=O)c2ccccc2NC(=O)Cc2ccccc2)cc1
 : i, i, -1.6
Cc1ccc2oc(C(=O)N3CCC(O)(c4cccc(C(F)(F)F)c4)CC3)c(C)c2c1
 : i, i, 12
O=C(N/C(=C/c1cccnc1)C(=O)N1CCOCC1)c1ccco1
 : i, i, -1.2
Cc1c(-n2c(-c3ccccc3)nc3ccccc3c2=O)c(=O)n(-c2ccccc2)n1C
 : i, i, -0.7
CC(=O)C(C(C)=O)c1cc(NS(=O)(=O)c2ccccc2)ccc1NS(=O)(=O)c1ccccc1
 : i, i, 0.2

# New compounds follow.
# Below each SMILES: CHT block, CHT allo act, STK33 kinase inh
COc1ccc(OC)c(NC(=S)NCCCN2CCOCC2)c1
 : i, i, -1.8
O=C(COc1cccc2cccnc12)N/N=C1\SCC(=O)N1Cc1ccccc1
 : i, i, -0.5
CN(C)c1cc[n+](CC(=O)Nc2ccc(OC(F)F)cc2)cc1
 : i, i, 0.7
O=S(=O)(c1ccccc1)c1nc(NCc2cccnc2)sc1Cl
 : i, i, -0.3
Cc1ccc(-n2c(Cc3cccn3C)nnc2SCC(=O)Nc2cc(C)on2)cc1
 : i, i, -2.4
Cc1ccc(-n2ncc3c(SCc4cccc(C)c4)ncnc32)cc1
 : i, i, 0.8
O=C(CCN1C(=O)[C@@H]2Cc3ccccc3CN2C1=O)Nc1cccc(F)c1
 : i, i, 1.7
CS(=O)(=O)c1ccc(C(=O)NC2CCOC2=O)cc1 (stereo not given)
 : i, i, -0.8
CC(C)N(Cc1ccccc1)C(=S)Nc1ccccc1F
 : i, i, -1.8
O=C(CSc1ccc([N+](=O)[O-])cn1)Nc1nccs1
 : i, i, 0.1
CCN(CC)C(=O)c1ccc(-c2ccccc2)cc1
 : i, i, 0.6
CCn1c(=O)c(=O)[nH]c2cc(C(=O)N3CCN(Cc4ccc5c(c4)OCO5)CC3)ccc21
 : i, i, -2.0
C/C(N)=C(/C#N)C(=O)CSc1nnc(Nc2cccc(C)c2)s1
 : i, i, -0.2
O=C(NCC1CCCCC1)C12CN(Cc3ccccc3)CC1C(c1cccc([N+](=O)[O-])c1)=NO2 (stereo not given)
 : i, i, -1.6
COc1ccc(C(C)=O)cc1COC(=O)c1c(C)noc1C
 : i, i, 0.8
Cc1cc(C)cc(CC2CC(=O)N(c3ccc([N+](=O)[O-])cc3)C2=O)c1 (stereo not given)
 : i, i, -2.4
Oc1cccc(C(O)CNCc2ccc(-c3ccccc3)cc2)c1 (stereo not given)
 : i, i, 0.6
Cc1cc(C)n2nc(C(=O)N3CCN(Cc4ccc5c(c4)OCO5)CC3)nc2n1
 : i, i, -0.3
CC1(C)CC(=O)c2cc(OCC(=O)N3CCCCCC3)ccc2O1
 : i, i, -0.8
CC(=N\Nc1ccccc1)/C(=N/O)C(=O)Nc1ccccc1
 : i, i, -0.1
COc1cccc(NC(=S)N(Cc2ccc(C)cc2)Cc2ccccn2)c1
 : i, i, -0.7
CCOc1ccc(-n2c(N)c(C(=O)NCc3ccco3)c3nc4ccccc4nc32)cc1
 : i, i, 0.2
CCOc1cc(/C=C/c2ccc3cccc([N+](=O)[O-])c3n2)ccc1OCC(=O)N(C)C
 : i, i, -0.1
Cc1nn(Cc2ccccc2Cl)c2sc(C(=O)OC3CCCC3=O)cc12 (stereo not given)
 : i, i, -2.0
O=C(N1CCOCC1)N1CCN(S(=O)(=O)c2ccc(Cl)cc2)CC1
 : i, i, -0.3
COC(=O)CN1C(=O)C(O)(CC(=O)c2ccc(C)cc2)c2ccccc21 (stereo not given)
 : i, i, -0.9
CN1C(C(=O)c2ccccc2)=C(N)c2ccccc2S1(=O)=O
 : i, i, -0.5
CC1(C)CC(=NOC(=O)c2ccccc2)CC(C)(C)N1
 : i, i, -0.3
CN(C)CC(=O)Nc1nc(-c2ccccc2)cs1
 : i, i, -0.1
O=C(NCc1ccc(Cl)cc1Cl)c1ccc2nc[nH]c2c1
 : i, i, 2.0

# (more compounds)
# Below each SMILES: CHT block, CHT allo act, STK33 kinase inh
N=C1C(c2nc3ccccc3[nH]2)=C(O)CN1C1CCCCC1
 : i, i, -3.4
O=C(CCCOc1ccc(Cl)cc1Cl)Nc1ccccc1C(=O)O
 : i, i, 0.1
CN(C)CCCOc1ccc2c(c1)Sc1ccccc1CC2=O
 : i, i, -1.7
O=C(Nc1c2c(nn1-c1cccc(Cl)c1)CS(=O)(=O)C2)C1CC1
 : i, i, -4.6
CCOC(=O)C1CCc2sc(N)c(C#N)c21 (stereo not given)
 : i, i, 0.1
COc1ccccc1NC(=O)COc1ccc(C(=O)NC2CCCc3ccccc32)cc1OC (stereo not given)
 : i, i, -0.9
Fc1ccc(COc2ccc(Cl)cc2/C=N/Nc2nc(N3CCCC3)nc(N3CCCC3)n2)cc1
 : i, i, -1.4
Cc1ccc(CSCc2ccc(C(=O)NC3CC3)o2)cc1
 : i, i, -0.1
COCCNC(=O)CN1C(=O)CSc2ccc(S(=O)(=O)N3CCOCC3)cc21
 : i, i, -0.1
Cc1c(C(=O)NC2CCCc3ccccc32)oc2ccc(S(=O)(=O)N3CCOCC3)cc12 (stereo not given)
 : i, i, 0.4
Clc1ccc(OCCCN2CCc3ccccc3C2)c(Br)c1
 : i, i, 1.1
CCSc1nnc(NC(=O)c2cc3c(s2)CCCC3)s1
 : i, i, -2.2
O=C(Nc1cc(Oc2ccccc2)cc([N+](=O)[O-])c1)C12CC3CC(C1)CC(n1cnc(Cl)n1)(C3)C2
 : i, i, -0.9
OCC1(CCc2ccccc2)CCN(Cc2cc(F)ccc2-n2cccn2)CC1
 : i, i, -2.6
CC(C)(C)Cc1nnc(NC(=O)c2ccc([N+](=O)[O-])cc2)s1
 : i, i, -1.8
Cc1ccc(CNC(=O)CCC(=O)n2ncc3cc(C)ccc32)cc1
 : i, i, 0.9
CC(=O)Nc1ccc(S(=O)(=O)Oc2cccc(/C=C3\SC(N)=NC3=O)c2)cc1
 : i, i, -0.9
O=C(Cn1nc(Cc2cccnc2)c2ccccc2c1=O)NCC1COc2ccccc2O1 (stereo not given)
 : i, i, -1.0
CN1CCN(S(=O)(=O)c2cccc(C(=O)Nc3cc(C(N)=O)cc(C(N)=O)c3)c2)CC1
 : i, i, -0.5
Cc1ccc(-n2c(-c3ccco3)nc3nc4ccccc4nc32)cc1
 : i, i, x
O=S(=O)(c1cnc(Cl)c(Br)c1)N1CCCCCC1
 : i, i, -1.9
Cc1ccc2c(c1)N(CC(=O)N1CCCC1)C(=O)C(C)O2 (stereo not given)
 : i, i, -0.4
COc1cc(C2Nc3ccccc3NC3=C2C(=O)CC(C)(C)C3)cc(OC)c1OC(C)=O (stereo not given)
 : i, i, 0.5
CNc1nc(-c2cccs2)cc(C(F)(F)F)c1C#N
 : i, i, -1.2
CCCC(CCC)C(=O)NC1CCN(Cc2ccccc2)CC1
 : i, i, 0.5
CC(C)C(=O)N=c1sc2cccc(F)c2n1C
 : i, i, -1.9
CSCCC(NC(=O)C1CC1)c1nc2ccccc2[nH]1 (stereo not given)
 : i, i, -0.6
Cc1ccc(C)c(SCC(=O)Nc2cccnc2Cl)c1
 : i, i, 0.5
CCN1CCC[C@H]1CNC(=O)c1cc(S(N)(=O)=O)ccc1OC
 : i, i, 0.4
Cc1ccc(C)c(Nc2c([N+](=O)[O-])ccc3nonc23)c1
 : i, i, -2.8

# Continued.
# Below each SMILES: CHT block, CHT allo act, STK33 kinase inh
CC(=O)CC1(C)OC(N)=C(C#N)C1(C#N)C#N (stereo not given)
 : i, i, -2.1
COc1ccc(OC)c(N(CC(=O)NCCSCc2ccco2)S(=O)(=O)c2ccc(OC)c(OC)c2)c1
 : i, i, -0.8
O=C(NCc1ccco1)C1CCCN1C(=O)NCc1ccccc1 (stereo not given)
 : i, i, 0.0
Cc1c(C(=O)N2CCN(Cc3ccc4c(c3)OCO4)CC2)sc2ncnc(N3CCN(c4ccccc4F)CC3)c12
 : i, i, -0.1
CCn1c(=O)n(CC)c2cc(N3CCCC3)c(NC(=O)c3cccc(C)c3)cc21
 : i, i, 4.0
COc1ccc(C(C)=O)cc1CSc1nnc(-c2ccccc2O)n1-c1ccccc1
 : i, i, 0.1
Cc1cc2c(C)nc3ccccc3c2o1
 : i, i, -12
COc1ccccc1C1CC(c2ccccc2)Nc2ncnn21 (stereo not given)
 : i, i, -1.1
CCOc1ccc(CCNC(=O)CCS(=O)(=O)c2ccc(Br)cc2)cc1OCC
 : i, i, -0.1
CC(=O)c1cccc(NC(=O)CN2C(=S)NC(C)(C)CC2C)c1 (stereo not given)
 : i, i, 0.3
CCn1c(SCC(=O)Nc2ccc(N(C)C)cc2)nnc1-c1cccc(C)c1
 : i, i, -1.2
CCCC(c1nnnn1Cc1cccs1)N1CCN(C)CC1 (stereo not given)
 : i, i, -1.0
Cc1cc(C(=O)N/N=C2\CC(=O)c3ccccc32)c(C)n1-c1ccc(F)cc1
 : i, i, 1.1
COc1ccc(C(=O)COC(=O)CCC(=O)c2cccs2)cc1
 : i, i, 0.8
C=CCOc1cccc(C2C(C(=O)c3ccc(C)o3)=C(O)C(=O)N2Cc2ccncc2)c1 (stereo not given)
 : i, i, -1.0
Fc1cc2[nH]c(=S)[nH]c2cc1Cl
 : i, i, 0.8
CCn1c(SCC(=O)c2ccccc2)nc2ccccc2c1=O
 : i, i, x
COc1ccccc1C(=O)NNC(=O)C1CCCO1 (stereo not given)
 : i, i, 0.0
Cc1ccc([C@@H]2[C@@H]3C(=O)N(c4ccccc4)C(=O)[C@@H]3[C@]3(C)C(=O)N(Cc4ccc(-c5ccccc5)cc4)CC(=O)N23)o1
 : i, i, 0.8
Cc1cc(C)c(NC(=S)N2CCCC2C(=O)O)c(C)c1 (stereo not given)
 : i, i, -0.3
Cc1nnc(SCC(=O)Nc2ccc(O)cc2)c2ccccc12
 : i, i, -1.1
CNC(=S)NNC(=O)c1sccc1OCc1cccc(C(F)(F)F)c1
 : i, i, -0.5
Cc1ccc(NC(=O)CN2C(=O)S/C(=C\c3ccccn3)C2=O)cc1
 : i, i, -1.6
CC1(O)c2ccccc2C(=O)N1CCc1ccccc1F (stereo not given)
 : i, i, -1.2
COc1cc(/C=N/n2c(C)n[nH]c2=S)ccc1OCc1ccc(F)cc1
 : i, i, -0.7
CC(=O)N1CCN(C(=O)c2ccc(OC3CCN(CCc4ccccc4)CC3)cc2)CC1
 : i, i, -1.4

# Molecules from the list above that contain a COOH group, in the order listed:
# Below each SMILES: CHT block, CHT allo act, STK33 kinase inh
O=C(CCCOc1ccc(Cl)cc1Cl)Nc1ccccc1C(=O)O
 : i, i, 0.1
Cc1cc(C)c(NC(=S)N2CCCC2C(=O)O)c(C)c1 (stereo not given)
 : i, i, -0.3

# Complete entries from above:
# `COc1ccc(C(C)=O)cc1CSc1nnc(-c2ccccc2O)n1-c1ccccc1` in the list: CHT block = i; CHT allo act = i; STK33 kinase inh = 0.1
# `Cc1nnc(SCC(=O)Nc2ccc(O)cc2)c2ccccc12` in the list: CHT block = i; CHT allo act = i; STK33 kinase inh = -1.1
